High-throughput results from PubChem BioAssay.
PGC1a acetyl inh: lowers PGC1a acetylation signal in U2OS cells | AlphaScreen anti-acetyl-lysine; with virally co-expressed GCN5 acetyltransferase | inhibition, % at 15.6 µM | 350,000 tested, 0.17% active;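 active means every replicate shows inhibition of at least 40%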;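 further: 0% = neutral control wells and 100% = positive control wells; some results beyond the cut were filed as inactive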
RAD52 inh: RAD52 (human) annealing inhibition. inhibition, % at 18.7 µM. recombinant RAD52 DNA annealing, FRET fluorescence. 360,000 tested, 0.46% active. P43351;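 active means every replicate showing at least 50% inhibition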
Target sequence (P43351 whole entry, looked up): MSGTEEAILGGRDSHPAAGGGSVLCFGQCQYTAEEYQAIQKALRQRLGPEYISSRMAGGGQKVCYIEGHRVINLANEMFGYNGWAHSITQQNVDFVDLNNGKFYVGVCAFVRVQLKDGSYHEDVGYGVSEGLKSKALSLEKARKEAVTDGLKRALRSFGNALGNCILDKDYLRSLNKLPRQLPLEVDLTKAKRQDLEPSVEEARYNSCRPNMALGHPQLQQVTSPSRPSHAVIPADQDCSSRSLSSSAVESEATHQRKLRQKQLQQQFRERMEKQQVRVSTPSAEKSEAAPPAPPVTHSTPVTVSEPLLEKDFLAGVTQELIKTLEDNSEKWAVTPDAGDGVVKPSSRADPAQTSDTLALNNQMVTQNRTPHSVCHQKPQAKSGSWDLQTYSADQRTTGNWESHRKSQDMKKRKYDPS
miR122 inh: miR-122 inhibition in Huh7 cells | activation (reporter increase), % at 12.5 µM | 340,000 tested, 0.3% active | Huh7 miR-122 Renilla luciferase sensor, 48 h; neutral wells = 0, positive control = 100;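 active means mean replicate activation score at least 90 and every replicate individually at or above 90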;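 further: higher luciferase means less miR-122 activity so hits act as miR-122 inhibitors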
* = called active by the depositor; / = no result given. Some of the compounds tested, so the mix of outcomes need not match the whole.

The first 3 entries, to show the layout:
Under each structure: PGC1a acetyl inh, RAD52 inh, miR122 inh
1. Cc1ccc(-c2c(C)sc(=NC(=O)c3ccco3)n2C)cc1
→ /, /, 4.4
2. CCCCCCN1N=C(C)C(C(=O)c2ccc(Cl)cc2)C1=O (stereo not drawn)
→ /, /, 7.8
3. O=C(CCCN1C(=O)c2ccccc2C1=O)Nc1ccccn1
→ /, /, 5.7

This part in full, from the start:
Under each structure: PGC1a acetyl inh, RAD52 inh, miR122 inh
1. Cc1ccc(-c2c(C)sc(=NC(=O)c3ccco3)n2C)cc1
→ /, /, 4.4
2. CCCCCCN1N=C(C)C(C(=O)c2ccc(Cl)cc2)C1=O (stereo not drawn)
→ /, /, 7.8
3. O=C(CCCN1C(=O)c2ccccc2C1=O)Nc1ccccn1
→ /, /, 5.7
4. NC(=O)c1c(Nc2nc3c(F)cccc3s2)sc2c1CCCC2
→ /, /, 12.0
5. Cc1ccc(/C=C2/C(=O)N(c3ccccc3)C(=S)N2C)o1
→ 1.3, /, /
6. Cc1cc(C(=O)c2ccccc2)c(NC(=O)CN2CCOCC2)s1
→ 13.5, /, /
7. Clc1ccc(CSc2nnc(CNc3cccc(Cl)c3)o2)cc1
→ -4.4, /, /
8. CC(C)(C)C(=O)Nc1nc2ccc(S(C)(=O)=O)cc2s1
→ -1.3, /, /
9. O=c1c2ccccc2ncn1Cc1ccc(Cl)cc1
→ -2.9, /, /
10. Cc1nc2ccccc2nc(C)c1=NOCc1ccc(C#N)cc1
→ 4.6, /, /
11. Cc1ccc2c(c1)/C(=N/N1C(=O)c3ccccc3C1=O)C(=O)N2
→ 0.1, /, /
12. CC1CCc2c(C(=O)Nc3ccc(OC(F)(F)F)cc3)csc2C1 (stereo not drawn)
→ -1.7, /, /
13. O=C(NCCCO)C12CC3CC(CC(C3)C1)C2
→ 3.8, /, /
14. CCCc1[nH]nc2c1C(c1ccc(O)c(OC)c1)C(C#N)=C(N)O2 (stereo not drawn)
→ -0.7, /, /
15. CC12CCC(C(=O)N(CC(O)CN3CCCCC3)C1=O)C2(C)C (stereo not drawn)
→ 4.8, /, /
16. COc1cccc(CNC(=O)CCC2CCCN(C3CCOCC3)C2)c1 (stereo not drawn)
→ 6.4, /, /
17. COc1ccc(CN(C(=O)c2cccs2)C(C(=O)NC2CCCCC2)c2ccc3ncccc3c2)cc1 (stereo not drawn)
→ -10.0, /, /
18. C=C(C)CNC(=S)NN=C1c2ccccc2-c2ccccc21
→ -6.4, /, /
19. Cc1[nH]c(=O)[nH]c1C(=O)CCCCC(=O)OCC(=O)Nc1ccccn1
→ 3.1, /, /
20. CCN1C(=O)c2cccc3c(NC(=O)c4cccc(N5C(=O)CCC5=O)c4)ccc1c23
→ 8.9, /, /
21. Cc1nn(-c2ccccc2)c(Cl)c1/C=C1\SC(=S)NC1=O
→ 5.5, /, /
22. COc1ccc(-n2c(O)c(C=NCC(c3ccco3)N3CCCC3)c3ccccc3c2=O)cc1OC (stereo not drawn)
→ 2.5, /, /
23. O=C(CC(c1ccccc1)c1ccco1)N1CCCCC1 (stereo not drawn)
→ 0.3, /, /
24. COc1cccc(NC(=O)C(c2ccccc2)N2CCNC(=O)C2)c1 (stereo not drawn)
→ -1.3, /, /
25. Cc1ccc(NC(=S)NC2CC3CCC(C2)N3Cc2ccco2)c(C)c1 (stereo not drawn)
→ 7.4, /, /
26. CC(C)(C)c1ccc(Cn2c(=N)n(CC(O)c3ccco3)c3ccccc32)cc1 (stereo not drawn)
→ -15.4, /, /
27. COCCn1c(C)cc(/C=N/NC(=O)c2cc3ccccc3cc2O)c1C
→ 6.8, /, /
28. CC(C)OC(=O)N(C)c1ccc(C(O)(C(F)(F)F)C(F)(F)F)cc1
→ -3.7, /, /
29. CCc1ccc(NC(=O)C2CCCCC2C(=O)O)cc1 (stereo not drawn)
→ 3.8, /, /
30. CCOC(=O)C1CCCN(Cc2ccccc2Cl)C1 (stereo not drawn)
→ -1.1, /, /

Next section
Under each structure: PGC1a acetyl inh, RAD52 inh, miR122 inh
31. C/C(CC1CC2=C(CC1(C)C)C(C)(C)CCC2)=N\NC(N)=S (stereo not drawn)
→ -12.1, /, /
32. CCN(CC)c1ccc(/C=N/NC(=O)Nc2nonc2N)cc1
→ 1.3, /, /
33. CCCn1nnc(NC(=O)c2sc3ccccc3c2Cl)n1
→ -7.3, /, /
34. O=C(Cc1c(Cl)cccc1Cl)NC1=NCCS1
→ 6.8, /, /
35. NS(=O)(=O)c1ccc(Nc2nc(-c3ccc(O)cc3O)cs2)cc1
→ 7.9, /, /
36. COC(=O)c1cccc(Nc2cc(C)nc(-c3ccccc3O)n2)c1
→ 6.0, /, /
37. CCOc1ccccc1N1CCN(Cc2c(C)n(C)n(-c3ccccc3)c2=O)CC1
→ 2.5, /, /
38. O=C(CSc1n[nH]c(=O)[nH]c1=O)N/N=C/c1ccccc1
→ 6.6, /, /
39. CC(C)CC(NC(=O)C(CO)NC(=O)C1CCC(=O)N1)C(N)=O (stereo not drawn)
→ 3.0, /, /
40. CCN(Cc1ccccc1)C(c1cccs1)c1nnnn1C1CCCCC1 (stereo not drawn)
→ -1.3, /, /
41. O=C(O)Cc1csc(Nc2cccc(Cl)c2)n1
→ -3.5, /, /
42. COc1ccc(Nc2nc(Cl)c(C=O)s2)cc1
→ -0.6, /, /
43. Nc1nn(-c2ccccc2)nc1C(=O)OCc1ccccc1F
→ 4.4, /, /
44. C/C(=N\NC(=O)c1cc(Cl)ccc1O)c1ccc(Br)s1
→ 4.9, /, /
45. Cn1c(=O)n(C)c2cc([N+](=O)[O-])c(N3CCN(S(=O)(=O)c4ccc(C(C)(C)C)cc4)CC3)cc21
→ 2.9, /, /
46. N#C/C(=C\c1ccc(C#N)cc1)C(=O)N1CCCC1
→ -5.2, /, /
47. COC(=O)c1sc2[nH]c(=S)n(N)c(=O)c2c1C
→ -3.3, /, /
48. COc1ccccc1NC(=O)CN(Cc1ccco1)C(=O)c1cc2ccccc2o1
→ -3.3, /, /
49. Cc1cccc(OCc2n(CC(=O)OC3CC(C)CCC3C(C)C)c3ccccc3[n+]2C)c1 (stereo not drawn)
→ -37.6, /, /
50. Cc1cc(C)nc(SCc2ccc(C(=O)N/N=C/c3cccnc3)cc2)n1
→ -21.7, /, /
51. CCC1CCC2(CC1)NNC(=S)NN2
→ 5.5, /, /
52. O=c1c(Cl)c2oc3ccccc3nc-2c2ccccc12
→ -12.0, /, /
53. CCCn1c(=NC(=O)c2ccncc2)c(C#N)cc2c(=O)n3cccc(C)c3nc21
→ 4.3, /, /
54. COc1cc2c(C(=O)N3CCN(C)CC3)c(CSc3ccccc3)n(C)c2cc1Br
→ -1.3, /, /
55. CCCC(=O)NC(c1ccccc1OC)c1ccc2cccnc2c1O (stereo not drawn)
→ 15.3, /, /
56. O=c1[nH]c2c(s1)C(c1cccnc1)C1C3CCC(C3)C1S2 (stereo not drawn)
→ -13.0, /, /
57. COCCN(C(=O)CSc1nnc(-c2cccc(OC)c2)n1C)c1c(N)n(Cc2ccccc2)c(=O)[nH]c1=O
→ -6.9, /, /
58. O=S(=O)(Cc1cc(Cl)nc(-c2ccccc2)n1)c1ccccc1
→ 7.2, /, /
59. O=C(NC1CCCC1)c1cc(COc2ccc3ncccc3c2)on1
→ 12.7, /, /
60. COc1ccc(C2NCCc3c2[nH]c2ccccc32)cc1CN1CCc2cc(OC)c(OC)cc2C1C (stereo not drawn)
→ -19.0, /, /

(next part)
Under each structure: PGC1a acetyl inh, RAD52 inh, miR122 inh
61. O=C(/C=C/Sc1ccccc1)c1ccc(Cl)cc1
→ -10.9, /, /
62. O=C(CCS(=O)(=O)c1ccccc1)Nc1ccc(-c2nc3ccccc3s2)c(O)c1
→ 2.0, /, /
63. CCC(CC)c1nnc(NC(=O)c2nn(C)c(=O)c3ccccc23)s1
→ -3.0, /, /
64. CN(C)CCCNC(=O)Cc1ccc(Br)cc1
→ 4.1, /, /
65. CC(C)NC(=O)[C@@]1(C)c2ccccc2C(=O)N(Cc2cc(C(F)(F)F)cc(C(F)(F)F)c2)[C@H]1c1ccc(CO)cc1
→ 10.6, /, /
66. Cc1ccc(S(=O)(=O)Cn2nnnc2CN2CCCC3(CCCCC3)C2)cc1
→ -10.4, /, /
67. COC(=O)Cn1cnc2c(NC(=O)c3ccccc3)ncnc21
→ /, -10.3, /
68. CC(C)c1nc2sc3c(=S)nc[nH]c3c2c2c1CCC2
→ /, -19.7, /
69. COC(=O)c1cc2c(s1)-c1cc(F)ccc1OC2
→ /, -7.5, /
70. N#Cc1ncc(Cl)c2ccccc12
→ /, -22.3, /
71. Cc1nc(SCC(=O)c2ccc(F)c(F)c2)[nH]c(=O)c1Oc1ccc(Cl)cc1
→ /, -4.2, /
72. CC(C)(C)c1ccc(C(=O)NNC(=S)NCc2ccco2)cc1
→ /, -35.8, /
73. CC(C)(C)c1ccc(C(=O)Nc2ccc(F)cc2)s1
→ /, -4.7, /
74. Clc1ccc(/C=N/N2CCCCC2)cc1
→ /, -0.9, /
75. CN(NC(=O)c1ccccc1Cl)c1ncc(C(F)(F)F)cc1Cl
→ /, -8.3, /
76. OCCN(CC#CC(O)(c1ccccc1)c1ccccc1)CCO
→ /, -20.8, /
77. Cc1onc(-c2c(Cl)cccc2Cl)c1CO/N=C(\C#N)c1c(Cl)cccc1Cl
→ /, -21.1, /
78. CCn1c(SCC(=O)Nc2ccc(C(C)=O)cc2)nc2nc3c(cc2c1=O)COC(C)(C)C3
→ /, -11.9, /
79. O=C(N/N=C(\CC(=O)c1cccs1)C(F)(F)F)c1cccnc1
→ /, -4.2, /
80. COc1ccc2nc(C)cc(SCC(NC(C)=O)C(=O)OC(C)C)c2c1 (stereo not drawn)
→ /, -8.2, /
81. CCOC(=O)N1CCN(c2ccccc2OC)CC1
→ /, -10.4, /
82. CC(C)C(=O)Nc1csc(C(F)(F)F)c1-c1ccccc1
→ /, -16.1, /
83. CCOC(=O)c1cc(C)n(-c2ccc(Cl)cc2)c1C
→ /, -11.4, /
84. Cc1ccc2nc(NCC(N)=O)nc(-c3ccccc3)c2c1
→ /, -7.2, /
85. COc1cccc(N)c1
→ /, -9.4, /
86. N/C(Cc1ccc(Cl)c(Cl)c1)=N\OC(=O)c1ccc(Br)o1
→ /, -22.3, /
87. O/N=C1\CCSc2ccc(F)cc21
→ /, -8.4, /
88. O=C(CCCN1C(=O)/C(=C/c2ccccc2Cl)SC1=S)NNC(=O)c1cccnc1
→ /, -27.3, /
89. CCOc1cc(C(F)(F)F)cnc1/C(N)=N/O
→ /, -7.2, /
90. CC(C)(C)c1ccc(OCc2ccc(C(=O)NN)o2)cc1
→ /, -17.6, /

Entries of single compounds, looked up by structure. Screens in order: PGC1a acetyl inh, RAD52 inh, miR122 inh
Results for COc1ccc2nc(C)cc(SCC(NC(C)=O)C(=O)OC(C)C)c2c1 (stereo not drawn) : /, -8.2, /
Results for COC(=O)Cn1cnc2c(NC(=O)c3ccccc3)ncnc21 : /, -10.3, /
Results for CCOC(=O)c1cc(C)n(-c2ccc(Cl)cc2)c1C : /, -11.4, /
Results for CCOc1cc(C(F)(F)F)cnc1/C(N)=N/O : /, -7.2, /
Results for CCOC(=O)N1CCN(c2ccccc2OC)CC1 : /, -10.4, /

More results:
Under each structure: PGC1a acetyl inh, RAD52 inh, miR122 inh
91. Cc1cccc(N2Cc3ccc(Br)cc3C2)c1
→ /, -22.7, /
92. O=C(Nc1cccc(-c2nnco2)c1)c1cccs1
→ /, -22.5, /
93. Cc1cc(C(=O)NCc2cc(F)cc3c2OCOC3)nn1C
→ /, -11.9, /
94. COC(=O)[C@@]1(Cc2ccc(OC)cc2)[C@H]2c3cc(C(=O)N4CCCC4)n(CCc4c[nH]c5ccccc45)c3C[C@H]2CN1C(=O)c1ccccc1
→ /, -35.2, /
95. CN1CCN(c2ccc(CNC(=O)c3ccc4c(c3)OCCO4)cc2)CC1
→ /, -3.9, /
96. C/C(=N\NC(=O)CN1CCN(c2ccc(F)cc2)CC1)c1ccco1
→ /, -8.0, /
97. Cc1nn(-c2ccccc2)nc1CNC(=O)c1ncoc1-c1ccccc1
→ /, -12.6, /
98. CCC(=O)Nc1ccc(N/C(N)=N/c2nc(C)cc(C)n2)cc1
→ /, 11.4, /
99. O=C(C1CC1)N1CCc2sccc2C1c1ccc(Cl)cc1 (stereo not drawn)
→ /, -16.4, /
100. Cc1ccc(C)c(-n2c3nc(=O)n(C)c(=O)c-3cc3ccccc32)c1
→ /, -10.3, /
101. O=C(NCc1csc(-c2cccs2)n1)C1CCCCC1
→ /, -14.7, /
102. CCC(=O)N/C(N)=N/c1nc2ccccc2o1
→ /, -14.2, /
103. COc1cc(/C=N/NC(=O)C[n+]2ccccc2)cc(OC)c1OC(C)=O
→ /, -5.8, /
104. O=C(NCCc1cccs1)C1CC1
→ /, -14.8, /
